HER2 expr 66K = inhibitors of human Her2 kinase expression | SKBR-3 HER2 protein level, AlphaScreen, 18-24 h; hits give low values | P04626 | 65,000 compounds, 0.69% hits | HER2 level % of control, % at 10 µM;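 active = HER2 level under 5% of the carrier-only control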;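 also: 100% = DMSO carrier and 0% = 500 nM PU-H71 HSP90 inhibitor; lower value means stronger loss of Her2 protein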
C1s inh = human complement C1s inhibition | P09871 | purified C1s, fluorogenic AMC substrate, pooled mixtures | mean inhibition % of two 10-compound mixtures (hits give high values), % at 5 µM (by protocol) | 62,000 compounds, 0.16% hits | AID 538;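 active = inhibition above 20% in each of the two 10-compound mixture wells holding the compound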;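 also: 0% = enzyme wells lacking compound mixture and 100% = no-enzyme blank wells; some compounds called inactive have numbers as strong as hits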
Target sequence (P09871 16-437 limits assumed): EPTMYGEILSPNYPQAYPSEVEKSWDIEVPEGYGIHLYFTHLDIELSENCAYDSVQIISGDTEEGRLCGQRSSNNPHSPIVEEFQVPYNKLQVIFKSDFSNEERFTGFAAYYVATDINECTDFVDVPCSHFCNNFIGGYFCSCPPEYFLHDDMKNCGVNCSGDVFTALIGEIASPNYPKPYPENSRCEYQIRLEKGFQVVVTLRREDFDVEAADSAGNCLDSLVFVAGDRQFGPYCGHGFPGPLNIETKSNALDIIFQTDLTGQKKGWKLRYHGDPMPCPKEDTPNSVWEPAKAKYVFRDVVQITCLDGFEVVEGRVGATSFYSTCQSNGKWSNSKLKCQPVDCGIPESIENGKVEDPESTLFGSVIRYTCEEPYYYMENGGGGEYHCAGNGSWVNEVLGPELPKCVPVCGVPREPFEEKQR
Target sequence (P09871 438-688 limits assumed): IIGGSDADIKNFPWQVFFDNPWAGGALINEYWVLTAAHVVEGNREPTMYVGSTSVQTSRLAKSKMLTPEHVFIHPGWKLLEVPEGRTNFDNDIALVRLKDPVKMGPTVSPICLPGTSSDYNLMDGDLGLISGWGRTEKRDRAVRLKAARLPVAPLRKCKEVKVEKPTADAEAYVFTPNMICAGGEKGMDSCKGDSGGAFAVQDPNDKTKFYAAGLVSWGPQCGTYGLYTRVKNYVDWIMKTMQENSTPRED
CatB inh = human cathepsin B inhibition. P07858. purified cathepsin B, fluorogenic substrate, fluorescence. inhibition, %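 (tested at 10 µM)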. AID 453. 63,000 compounds, 0.1% hits; in the data active = inhibition above about 21%;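 also: 0% = enzyme with no compound and 100% = no enzyme blank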
CatB mixtures = human cathepsin B inhibition by mixtures | 62,000 compounds, 0.06% hits | Purified cathepsin B, AMC dipeptide fluorescence, compound mixtures | inhibition, %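 (ten-compound pools at 5 µM per compound and 50 µM total)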 | AID 488 | P07858; in the data active = inhibition above about 22%, passing the limit was not always enough;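 also: 0% = enzyme without compound and 100% = no enzyme blank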
PKA kinase inh = PKA (human) kinase inhibition | P17612 | PKA Kemptide phosphorylation, Kinase-Glo ATP luminescence | inhibition, % at 6 µM | 65,000 compounds, 0.1% hits;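 active = inhibition above the screen-wide mean inhibition plus 3 SD, cut at about 21% in these data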; also: many of its hits are not listed in these tables
CatG inh = cathepsin G (human) inhibition | 62,000 compounds, 0.2% hits | purified enzyme, AMC-tetrapeptide fluorescence, pooled mixtures | inhibition, % at 5 µM (by protocol) | P08311;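 active = inhibition above 20% in each of the two mixture wells holding the compound; inactive = inhibition of 20% or less in either well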;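 also: 0% = enzyme control without mixture and 100% = blank lacking enzyme; strong numbers were not always called active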
ROCK2 blocker = inhibitors of human Rho kinase 2; purified ROCK2, Kinase-Glo ATP depletion luminescence; inhibition, % at 6 µM; O75116; 60,000 compounds, 0.35% hits;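 active = inhibition above the screen-wide mean inhibition plus 3 SD, cut at about 18% in these data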;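 also: plate controls were DMSO wells for no effect and Y-27632 control wells after no-enzyme background subtraction for full effect; many of its hits are not listed in these tables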
CatS inh = blocks human cathepsin S protease activity; 62,000 compounds, 0.06% hits; recombinant cathepsin S, AMC dipeptide fluorescence, pooled mixtures; inhibition, %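 (tested at 5 µM per compound within 10-compound mixtures)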; P25774; AID 501; in the data active = inhibition above about 32%, passing the limit was not always enough;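 also: 0% = enzyme without compound and 100% = blank without enzyme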
Target sequence (P25774 115-331 limits assumed): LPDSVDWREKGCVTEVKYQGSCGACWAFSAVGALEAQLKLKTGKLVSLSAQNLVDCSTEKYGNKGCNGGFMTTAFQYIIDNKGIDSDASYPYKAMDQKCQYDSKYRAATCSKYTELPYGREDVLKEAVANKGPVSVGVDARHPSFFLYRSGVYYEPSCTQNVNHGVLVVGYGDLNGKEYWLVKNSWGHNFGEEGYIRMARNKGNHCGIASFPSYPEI
CatL block = blocks human cathepsin L protease activity. inhibition, %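 (tested at 10 µM)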. purified cathepsin L, fluorogenic substrate, fluorescence. P07711. AID 460. 58,000 compounds, 0.17% hits; in the data active = inhibition above about 45%;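 also: 0% = enzyme with no compound and 100% = no enzyme blank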
Numbers without * were called inactive; . = no result given. Not all compounds are listed; rates above refer to the full screens.

CatL block	CatG inh	CatB mixtures	CatS inh	C1s inh	PKA kinase inh	HER2 expr 66K	CatB inh	ROCK2 blocker	smiles
16	14	0	8	15	9	83	1	5	O=C(CSc1ccc2nnc(-c3ccccc3)n2n1)NCc1ccco1
29	-1	23	1	7	-1	79	1	0	CNC(=O)CSc1nnc(CCc2ccccc2)n1-c1ccccc1
2	-13	5	8	-46	4	90	1	5	O=C(Nc1ccccc1N1CCN(C(=O)c2ccc(Cl)cc2)CC1)c1cc2ccccc2o1
6	0	0	0	-20	1	105	2	-1	COC(=O)Nc1ccc(S(=O)(=O)Nc2ccccc2F)cc1
7	9	4	2	10	0	73	1	12	c1cnc(N2CCN(c3ncnc4c3oc3ccccc34)CC2)nc1
13	9	-3	-5	15	3	100	3	4	Cc1ccnc(N2C(=O)c3ccccc3C2Nc2ccccc2Cl)c1 (stereo not given)
-8	-6	2	-6	-39	-2	77	-6	2	COc1ccc(N(CC(=O)N2c3ccccc3CC2C)S(=O)(=O)c2c(C)nn(C)c2C)cc1 (stereo not given)
8	8	0	8	13	4	112	2	4	CCCCOC(=O)c1ccc(NC(=O)CSCc2n[nH]c(=O)[nH]2)cc1
.	10	8	-5	9	7	112	2	6	c1ccc(COc2cccc(CN3CCN(c4ccccn4)CC3)c2)cc1
.	10	4	0	15	0	59	-1	.	CCn1c(SCC(=O)Nc2cccc(NC(C)=O)c2)nnc1C(C)C
11	10	2	-4	14	-1	96	5	-2	Cc1cc(=O)oc(C)c1C(=O)Nc1cnc2ccccc2c1
3	10	7	5	16	4	108	0	1	CCC(=O)Nc1sccc1C(=O)OC
2	21	4	-7	43	3	107	1	2	COc1ccc(CN2CC(C(=O)NCCCN3CCCCCC3)CC2=O)cc1 (stereo not given)
-4	-3	-1	-8	-52	7	105	-1	-1	Cc1ccc(C)c(C(C)NC(=O)C2C3CCC(O3)C2C(=O)O)c1 (stereo not given)
10	15	-3	7	15	9	89	1	5	O=C(CSc1nnc(Cc2cc(=O)[nH]c(=O)[nH]2)n1-c1ccc(Cl)cc1)NCC1CCCO1 (stereo not given)
16	2	-4	10	-3	-6	69	4	-2	Cc1ccc(C(=O)CSC2=C(C#N)C(c3ccco3)C3=C(CC(C)(C)CC3=O)N2)cc1 (stereo not given)
2	1	4	8	1	4	123	-3	.	Cc1cc(C)c(S(=O)(=O)NCC2CCC(C(=O)NCCCN3CCOCC3)CC2)c(C)c1 (stereo not given)
13	2	2	15	-6	0	78	-1	-1	Cn1c(C(=O)Nc2ccc3c(c2)OCO3)cc2sccc21
1	3	7	0	4	3	-1.2*	-4	3	N#CCSc1nc2cc(C(=O)N3CCC(C(N)=O)CC3)ccc2c2nc3ccccc3n12
-3	-11	-5	-11	-151	-3	100	0	.	c1cc(-c2nnc3n2CCC3)[nH]n1
-1	9	3	-2	13	6	106	6	0	Cc1ccccc1Nc1nc(N)nc(CN2CCN(c3ccccn3)CC2)n1
7	7	3	12	-48	6	80	2	5	CC(=O)c1c(C)n(-c2ccccc2)c2ccc(O)cc12
1	4	-5	-2	8	4	133	-5	4	CCC(=O)Nc1cc(Cl)ccc1N1CCN(C(=O)CC)CC1
-7	0	1	1	-55	-2	90	0	-2	CC1CC(NC(=O)CCn2c(=O)oc3ccccc32)CC(C)(C)C1 (stereo not given)
6	1	8	19	-13	-1	111	2	-1	O=C(Nc1ccc(Cl)cc1)N(Cc1cccnc1)Cc1ccco1
-15	2	6	4	8	-4	89	-4	0	O=C(O)C1C2C=CC(O2)C1C(=O)NCCC1=CCCCC1 (stereo not given)
0	9	3	-19	2	3	58	0	1	Clc1ccc(OCc2nnc3n2N=C(c2ccc4c(c2)OCCO4)CS3)c(Cl)c1
11	12	5	19	16	-7	112	4	-2	CCCn1c(N2CCC(Cc3ccccc3)CC2)nc2c1c(=O)[nH]c(=O)n2C
.	11	6	8	12	3	93	0	-2	CCOc1cccc(C(=O)Nc2cc(-c3nn4c(C)nnc4s3)ccc2C)c1
-10	6	-4	10	0	-5	75	-1	-8	N#Cc1nc(-c2ccccc2Cl)oc1N1CCOCC1
10	5	3	-4	-6	10	73	5	0	COCCNC(=O)CN(C(=O)CCC(=O)Nc1nccs1)c1ccccc1OC
.	8	2	-9	-14	4	138	1	6	Cc1noc(C)c1CSc1cc(C)c2ccccc2n1
.	-1	0	15	0	-5	52	4	-3	CC1(C)CC(N2CN(C3CCCCC3)CC2=O)CC(C)(C)N1
6	.	.	.	.	6	120	-5	8	Cn1ncc(N=Cc2ccccc2)c1C(N)=O
.	-3	-2	2	-25	10	88	-3	.	N#CC1=C(N)Oc2n[nH]c(-c3ccccc3)c2C12C(=O)Nc1ccccc12 (stereo not given)
-9	-2	-1	-4	-3	-4	75	-3	0	CCCCN=C(N)/C(C(=O)OCC)=C(\O)c1ccc(OC)cc1
-2	9	3	-6	14	2	94	3	0	CC(=O)N1CCc2cc(S(=O)(=O)NC(C(=O)Nc3ccc4c(c3)OCCO4)C(C)C)ccc21 (stereo not given)
-3	0	9	-3	3	2	105	-2	2	CCOc1ccc(NC(=O)CN(C)CC(=O)NC2CCCc3ccccc32)cc1OCC (stereo not given)
0	3	0	1	1	-5	101	2	-13	CCc1ccc(NC(=O)CSc2nc3ccccc3c(=O)n2CCN2CCOCC2)cc1
10	-5	1	-1	-5	5	105	5	1	CCCCCC/C(=N/O)c1ccccn1
0	0	-3	-8	2	3	103	-6	0	O=C(O)c1cc2c(ccc3ccccc32)o1
3	7	4	9	10	0	76	0	2	Cc1ccc(-c2nnc(N3CCN(c4ccccn4)CC3)c3ccccc23)cc1
7	0	-2	9	-2	5	115	-2	1	c1ccc(-n2c(SCc3ccncc3)nnc2-c2ccco2)cc1
-2	-5	1	-6	-5	4	220	-2	7	Cc1nc2nc3c(c(=O)n2[nH]1)CCC3
24	5	0	8	-6	6	91	0	4	CCOC(=O)C1C(C#N)=C(N)OC(C)=C1c1ccncc1 (stereo not given)

Complete entries, looked up by structure.
Record of `N#CC1=C(N)Oc2n[nH]c(-c3ccccc3)c2C12C(=O)Nc1ccccc12` (stereo not given) : CatL block = .; CatG inh = -3; CatB mixtures = -2; CatS inh = 2; C1s inh = -25; PKA kinase inh = 10; HER2 expr 66K = 88; CatB inh = -3; ROCK2 blocker = .
Record of `c1ccc(-n2c(SCc3ccncc3)nnc2-c2ccco2)cc1` : CatL block = 7; CatG inh = 0; CatB mixtures = -2; CatS inh = 9; C1s inh = -2; PKA kinase inh = 5; HER2 expr 66K = 115; CatB inh = -2; ROCK2 blocker = 1

By substructure: the compounds so far with a COOH group.
CatL block	CatG inh	CatB mixtures	CatS inh	C1s inh	PKA kinase inh	HER2 expr 66K	CatB inh	ROCK2 blocker	smiles
-4	-3	-1	-8	-52	7	105	-1	-1	Cc1ccc(C)c(C(C)NC(=O)C2C3CCC(O3)C2C(=O)O)c1 (stereo not given)
-15	2	6	4	8	-4	89	-4	0	O=C(O)C1C2C=CC(O2)C1C(=O)NCCC1=CCCCC1 (stereo not given)
0	0	-3	-8	2	3	103	-6	0	O=C(O)c1cc2c(ccc3ccccc32)o1

The listing continues:
CatL block	CatG inh	CatB mixtures	CatS inh	C1s inh	PKA kinase inh	HER2 expr 66K	CatB inh	ROCK2 blocker	smiles
0	-3	4	-3	-11	4	113	4	2	O=C(CC1SC(=O)N(c2ccccc2)C1=O)Nc1ccccc1 (stereo not given)
-3	1	2	-3	-25	4	80	-4	.	COc1ccc2oc(=O)c(C(=O)N3CCCc4ccccc43)cc2c1
.	8	2	-2	8	5	.	4	.	CCOc1ccccc1NC(=O)N1CCCC1C(=O)Nc1ccc(-n2cnnn2)c(C)c1 (stereo not given)
7	10	6	-1	14	.	204	-1	.	CSc1ccc(-c2nnn(Cc3ccc(C)cc3)n2)cc1
5	-2	4	-3	-12	-3	95	2	-6	COc1ccc(N2CCN(Cc3nc4ccccc4c(=O)[nH]3)CC2)cc1
14	-4	3	10	-1	-3	92	5	-6	COc1ccccc1OCc1nnc(SCCN2CCOCC2)o1
5	9	3	-4	10	0	111	4	-1	COc1cc(CC(=O)Oc2ccc3c(c2)OCO3)cc(OC)c1OC
2	-7	6	16	-2	6	97	5	3	CCOc1ccc2[nH]c(=O)c(CN(Cc3ccco3)C(CC)c3nnnn3Cc3ccccc3)cc2c1 (stereo not given)
6	10	4	-3	2	6	48	7	7	Cc1onc(-c2ccccc2Cl)c1C(=O)Nc1ccccc1C(=O)NC(C)C
9	9	-3	-1	2	8	97	0	5	COc1ccc(C)cc1NC(=O)CSc1nnc(-c2cc3cccc(OC)c3o2)n1N
2	-2	-3	6	-21	0	175	3	1	O=C(C1CCN(S(=O)(=O)c2cccc3nsnc23)CC1)N1CCn2c1nc1ccccc12
6	11	7	7	17	9	80	4	-1	O=C(c1ccco1)N1CCCC(c2ccccc2)C1 (stereo not given)
14	-1	5	14	-16	7	103	6	-1	CSc1nc(-c2ccccc2)nc2c1COC(C)(C)C2
10	-10	-4	-32	-167	2	82	8	-11	CC1CCc2cc(F)cc3c(O)c(C(=O)Nc4cnccn4)c(=O)n1c23 (stereo not given)
-5	-1	6	-2	-13	0	102	-1	2	O=C(Cn1nnc2ccccc2c1=O)NCc1ccco1

5 of the entries above in order of their number in CatB inh, smallest number first:
CatL block	CatG inh	CatB mixtures	CatS inh	C1s inh	PKA kinase inh	HER2 expr 66K	CatB inh	ROCK2 blocker	smiles
9	9	-3	-1	2	8	97	0	5	COc1ccc(C)cc1NC(=O)CSc1nnc(-c2cc3cccc(OC)c3o2)n1N
5	-2	4	-3	-12	-3	95	2	-6	COc1ccc(N2CCN(Cc3nc4ccccc4c(=O)[nH]3)CC2)cc1
2	-2	-3	6	-21	0	175	3	1	O=C(C1CCN(S(=O)(=O)c2cccc3nsnc23)CC1)N1CCn2c1nc1ccccc12
0	-3	4	-3	-11	4	113	4	2	O=C(CC1SC(=O)N(c2ccccc2)C1=O)Nc1ccccc1 (stereo not given)
2	-7	6	16	-2	6	97	5	3	CCOc1ccc2[nH]c(=O)c(CN(Cc3ccco3)C(CC)c3nnnn3Cc3ccccc3)cc2c1 (stereo not given)

Carrying on:
CatL block	CatG inh	CatB mixtures	CatS inh	C1s inh	PKA kinase inh	HER2 expr 66K	CatB inh	ROCK2 blocker	smiles
17	13	2	15	12	1	81	7	0	Cn1c(CCN2CCCCC2)nc2cc(NS(=O)(=O)c3ccc(Cl)cc3)ccc21
24	-7	4	21	-15	7	98	-1	3	Cc1nnc(SCC(=O)N2CCOCC2)s1
-7	-5	0	-2	-2	-4	80	0	.	CCC(=O)c1cn(CC(=O)NCC2CCCO2)c2ccccc12 (stereo not given)
.	-5	-4	6	-77	8	95	-2	5	Nc1c(C(=O)Nc2ccc(Cl)cc2)oc2ccccc12
4	-3	0	-3	-1	10	75	1	7	CN1CCN(c2ccccc2NC(=O)c2ccc(OCc3ccccc3)cc2)CC1
5	0	4	-2	-27	2	74	-4	2	CN(C)c1ccc(C(=O)N2CC(=O)N(CCc3ccccc3)C(=O)C2)cc1
.	22	3	12	-3	-2	92	-1	2	CCCn1c(CNS(=O)(=O)c2ccc(C)cc2)nc2ccccc21

Compound activity from PubChem.
